Bioassay records: PubChem, several laboratories
PLC-beta3 inh – inhibitors of human phospholipase C beta3; Q01970; Purified PLC-beta3, fluorogenic substrate, fluorescence; inhibition, % at 12.2 µM; 370,000 compounds, 0.18% hits; AID 720704; in the data active means inhibition above about 11%;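 further: 0% = median of compound wells on plate and 100% = full blocker control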
PLCg1 inh – PLC-gamma1 (human) inhibition, primary screen; 370,000 compounds, 0.84% hits; inhibition, % at 12.2 µM; purified PLC-gamma1, fluorogenic substrate, fluorescence; P19174; AID 720700; in the data active means inhibition above about 9.5%
Target sequence (P19174 whole entry, looked up): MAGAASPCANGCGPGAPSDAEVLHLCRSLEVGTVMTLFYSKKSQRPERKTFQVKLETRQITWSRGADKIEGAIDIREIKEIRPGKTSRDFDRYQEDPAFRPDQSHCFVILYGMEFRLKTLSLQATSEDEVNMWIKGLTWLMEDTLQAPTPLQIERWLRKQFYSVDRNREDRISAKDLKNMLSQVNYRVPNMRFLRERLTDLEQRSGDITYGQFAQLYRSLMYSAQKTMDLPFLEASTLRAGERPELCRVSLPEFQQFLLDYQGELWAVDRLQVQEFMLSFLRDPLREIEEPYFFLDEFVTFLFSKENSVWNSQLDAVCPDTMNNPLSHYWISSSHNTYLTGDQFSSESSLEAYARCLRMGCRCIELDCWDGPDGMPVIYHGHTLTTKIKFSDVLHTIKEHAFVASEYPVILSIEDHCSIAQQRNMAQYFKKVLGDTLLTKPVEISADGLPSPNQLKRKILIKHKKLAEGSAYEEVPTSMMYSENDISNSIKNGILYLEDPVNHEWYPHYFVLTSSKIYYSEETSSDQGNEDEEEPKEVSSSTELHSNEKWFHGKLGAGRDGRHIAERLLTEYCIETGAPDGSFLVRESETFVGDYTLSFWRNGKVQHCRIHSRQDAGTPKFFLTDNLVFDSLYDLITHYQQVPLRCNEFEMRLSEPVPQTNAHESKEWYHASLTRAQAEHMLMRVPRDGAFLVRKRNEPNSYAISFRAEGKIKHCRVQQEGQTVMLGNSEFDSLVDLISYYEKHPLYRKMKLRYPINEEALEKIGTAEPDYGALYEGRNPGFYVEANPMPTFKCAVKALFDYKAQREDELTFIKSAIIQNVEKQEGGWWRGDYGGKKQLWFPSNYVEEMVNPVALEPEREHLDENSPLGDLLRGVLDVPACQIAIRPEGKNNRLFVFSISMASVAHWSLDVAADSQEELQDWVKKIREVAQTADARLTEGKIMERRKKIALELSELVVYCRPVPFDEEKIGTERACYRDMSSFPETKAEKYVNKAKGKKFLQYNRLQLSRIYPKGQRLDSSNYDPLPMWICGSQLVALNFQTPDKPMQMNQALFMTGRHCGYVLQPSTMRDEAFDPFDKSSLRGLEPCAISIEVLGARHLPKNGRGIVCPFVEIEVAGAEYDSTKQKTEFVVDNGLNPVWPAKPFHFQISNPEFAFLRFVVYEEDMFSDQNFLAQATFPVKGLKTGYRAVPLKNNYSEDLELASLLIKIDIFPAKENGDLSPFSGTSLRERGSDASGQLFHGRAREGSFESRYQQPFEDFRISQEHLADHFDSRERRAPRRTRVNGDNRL
DAX1 inh-1 – inhibits human nuclear receptor DAX1. HEK293 Gal4-DAX1 luciferase reporter, luminescence. 340,000 compounds, 0.99% hits. P51843. inhibition, % at 6.75 µM. AID 504766;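 active means inhibition above the mean over all tested compounds plus 3 SD, cut at about 4.2% in these data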;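 further: 0% = DAX1-transfected cells with DMSO and 100% = empty-vector control cells with DMSO; inhibition shows as a rise in luminescence from relieved DAX1 repression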
ssDAF-12 act – activates DAF-12 receptor from parasite S. stercoralis; 370,000 compounds, 1% hits; activation, % at 6.8 µM; AID 652126; HEK293 ssDAF-12/GRIP1 lit1-tk-luc reporter, luminescence; % of 3 µM dafachronic acid response;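 active means activation above the mean over all tested compounds plus 3 SD, cut at about 0.9% in these data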;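 further: 0% = DMSO-only wells and 100% = 3 µM delta7-dafachronic acid wells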
hcDAF12 agonist – activates DAF-12 receptor from parasite H. contortus. 370,000 compounds, 1.4% hits. HEK293 hcDAF-12 lit1-tk-luc reporter, luminescence; 0% DMSO, 100% Δ7-dafachronic acid. activation, % at 6.8 µM;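 active means activation above the mean of all tested compounds plus 3 SD, cut at about 5.5% in these data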;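 further: 100% = response to 3 µM Δ7-dafachronic acid high control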
SMARCA2 activ – SMARCA2 function activation, primary screen. MG213 cells, MMTV-luciferase reporter, dexamethasone, overnight. activation, % at 9.1 µM. 370,000 compounds, 1% hits. AID 652017; in the data active means activation above about 7.8%;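 further: 0% = vehicle wells and 100% = reference activator wells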
MBD2 inh – MBD2-methylated oligo binding inhibition. inhibition, % at 4.4 µM. AID 686964. 370,000 compounds, 0.31% hits. Q9UBB5. TR-FRET, MBD2 binding to methylated oligonucleotide; in the data active means inhibition above about 13%
DAX1 inh-2 – inhibitors of DAX1 repression of SF-1 activated StAR promoter | HEK293T StAR-luciferase reporter, SF-1/DAX-1 repression relief | inhibition, % at 6.8 µM | 370,000 compounds, 1.1% hits | AID 652010;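 active means inhibition above the mean over all tested compounds plus 3 SD, cut at about 3.6% in these data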;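 further: 0% = DAX-1 cells with DMSO and 100% = cells lacking DAX-1 with DMSO; higher inhibition means more luminescence from relief of DAX-1 repression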
hgDAF-12 ag – activates the H. glycines DAF-12 receptor ligand-binding domain; HEK293 GAL4-hgDAF12 UAS-luciferase reporter, agonist luminescence; normalized to butyrate control; activation, % at 6.8 µM; 370,000 compounds, 1.8% hits; AID 687014;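 active means activation above a cutoff set at the mean of all screened compounds plus 3 SD, cut at about 10% in these data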;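 further: 0% = DMSO wells and 100% = sodium butyrate wells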
ADAM17 inh – ADAM17 inhibition, QFRET primary screen; P78536; recombinant ADAM17, EDANS/DABCYL FRET peptide cleavage; inhibition, % at 6.95 µM; 370,000 compounds, 0.83% hits; AID 720648;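 active means inhibition above the mean of compounds lying between control limits plus 3 SD, set per campaign, cut at about 8.5% in these data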;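 further: 0% = DMSO-only wells as the low control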
Rev-erbA mod – modulates human Rev-erb alpha binding to DNA. AID 1259318. Rev-erbα–FITC-DNA binding, fluorescence polarization, 90 min. activity, % at 10 µM. P20393. 370,000 compounds, 0.79% hits;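 active means activity above about 14%, limit read from the data; passing the limit was not always enough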;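 further: 0% = DMSO wells with 35 nM protein and 100% = DMSO wells with 750 nM protein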
* marks the source's active call; other numbers are inactive results; · = no result given.

SMILES	PLC-beta3 inh	PLCg1 inh	DAX1 inh-1	ssDAF-12 act	hcDAF12 agonist	SMARCA2 activ	MBD2 inh	DAX1 inh-2	hgDAF-12 ag	ADAM17 inh	Rev-erbA mod
Cc1cccc(NC(=O)c2cccc(S(=O)(=O)Nc3ccccc3C(=O)O)c2)c1	-7	1	-0.4	-0.2	-1.6	-2	-4	0.0	2.6	1	7
COC(=O)c1cccc(Cn2ccc3ccc(-c4ccc5ccn(C(=O)c6ccccc6)c5c4)cc32)c1	-41	-31	·	-0.9	-1.8	-2	-4	-0.6	-2.6	-5	17
CCCn1c(SCC(=O)Nc2cccc(S(=O)(=O)NC3=NCCCCC3)c2)nc2ccccc2c1=O	-1	4	·	-2.0	-3.2	-5	-2	-1.1	-8.3	4	-1
Cc1nc(C(=O)NNC(=O)c2ccc(Cl)cc2)cs1	-8	9	2.4	-1.0	-0.3	-3	1	-0.1	0.1	-2	-5
OC(c1ccc(F)cc1)c1nc(-c2ccccc2)cs1 (centres undefined)	-5	-4	·	-0.8	0.9	3	1	-0.2	3.0	4	-1
Cc1cc(NC(=O)Cn2cnc3c2c(=O)n(C)c(=O)n3C)n(-c2ccccc2)n1	3	2	0.0	-0.9	-1.0	-1	2	0.1	-1.9	1	-2
NC(=S)N(c1ccccc1)c1ccccc1	-3	1	-0.8	-1.8	-1.0	2	-7	-0.1	0.1	1	-5
Cc1c(C(=O)NC(c2ccccn2)C(F)(F)F)oc2c(F)cccc12 (centres undefined)	-5	-1	0.7	-0.1	1.9	-2	-3	-0.1	0.0	1	4
O=C(COC(=O)c1cccnc1Cl)Nc1ccc2c(c1)OCO2	-7	0	0.3	-1.0	-0.8	-1	0	-0.1	-0.4	-1	-1
CC(C)Oc1cccc(C(=O)C2CCCN(S(=O)(=O)C(C)C)C2)c1 (centres undefined)	1	3	-1.5	-1.6	-1.8	1	-5	-1.1	0.6	-9	-2
COc1cc(CCC(=O)OCC(=O)Nc2ccc(Br)cc2F)cc(OC)c1OC	-4	0	-1.2	-1.2	-0.7	-2	-6	-0.2	0.3	1	-3
O=C(c1cccc(Cl)c1)c1nn(-c2ccccc2)c(=O)cc1C(F)(F)F	-13	-9	-1.3	-1.4	0.3	2	5	-2.0	-6.1	2	5
CCn1c(-c2ccc([N+](=O)[O-])cc2)n[nH]c1=S	4	5	2.4	-1.2	-2.3	1	-4	0.1	1.6	-3	6
CCOC(=O)Cc1nnc(NC(=O)COc2ccc(F)cc2)s1	-5	-4	-1.7	-1.9	-0.3	1	-2	0.1	2.7	-4	1
CCOc1ccc(S(=O)(=O)N(C)CC(=O)NCc2ccco2)cc1	0	-1	0.9	-1.0	-0.3	-4	2	-0.2	-1.6	0	3
CCCCNC(=O)c1cc2c(=O)n3cccc(C)c3nc2n(Cc2ccccc2)c1=N	-196	-173	-0.5	-1.7	-1.8	-3	0	-0.4	1.6	-372	-6
CCOC(=O)CCSc1nc(C)c2cc(C)c(C)cc2n1	0	-1	-1.2	-1.1	-0.8	3	-2	-0.3	2.9	-7	3
COC(=O)c1cc2sccc2n1CC(=O)Nc1cc(OC)cc(OC)c1	1	2	-1.6	-1.3	-0.4	3	-3	-0.1	-1.2	0	2
CCOC(=O)NCCc1c(C)nc2c(c(C)nn2C(C)(C)C)c1C	4	2	0.1	-1.2	-1.5	2	-6	-1.0	-0.9	1	-2
O=C(CCn1c(=S)[nH]c2cc3c(cc2c1=O)OCO3)NCc1ccccc1Cl	-4	-5	0.4	-1.2	-1.8	4	5	0.2	-0.4	-3	3
Cc1ccc(S(=O)(=O)C(C#N)c2nc3ccccc3nc2OCCO)cc1 (centres undefined)	-56	-37	-0.9	-1.3	0.6	0	-1	0.0	1.5	-1	-1
COC(=O)C1=C(C)N(Cc2ccccc2)C(=S)N[C@H]1c1ccc(Br)cc1	-3	1	1.3	-1.1	0.2	-1	0	-0.7	-0.6	1	6
Cc1onc(-c2ccccc2)c1NC(=O)N(CCC(=O)O)Cc1ccccc1	-7	0	·	-1.7	-0.1	0	4	0.1	1.4	-3	4
N/C(=N\N=C\c1cccs1)SC1CC(=O)N(c2cccc([N+](=O)[O-])c2)C1=O (centres undefined)	1	0	1.1	-0.2	-0.7	-4	1	0.7	0.6	-2	-4
COc1ccccc1N1CCN(C2=CC(=O)CCC2)CC1	-2	-4	-1.1	-1.0	-0.3	-1	-2	0.3	3.2	-2	-5
CN(C)S(=O)(=O)c1cccc(NC(=O)CN2C(=O)NC(CCc3ccccc3)C2=O)c1 (centres undefined)	2	5	0.6	-1.3	-1.1	6	-7	-0.3	-2.1	3	2
CCOc1ccccc1NS(=O)(=O)c1ccc(OC)c(OC)c1	-3	0	0.6	-0.6	-2.2	-2	4	-0.1	-0.1	-7	3
COc1ccc(NCCc2ccccn2)cc1	-6	0	0.2	1.2*	1.8	7	-3	0.5	4.6	-3	0
O=C(Nc1ccc(C(=O)N2CCCCC2)cc1)Nc1cccc(Cl)c1	-3	3	0.5	-0.7	2.0	3	2	1.1	5.1	-3	1
Cc1ccc(C)n1CCN1CCN(C(=O)c2ccc(Cl)cc2)CC1	-6	0	0.9	-0.5	-1.5	-2	2	-0.3	-1.6	1	-2
CCN(C(=O)CCN1C(=O)S/C(=C\c2ccccc2)C1=O)C1CCS(=O)(=O)C1 (centres undefined)	4	4	0.1	-1.1	-1.6	0	-3	-1.1	1.3	-3	-3
CCN(CC)CCN(C(=O)c1ccc(N2C(=O)CCC2=O)cc1)c1nc2cc3c(cc2s1)OCO3	-7	-1	·	-1.1	0.9	-5	4	1.1	1.4	-4	1
CC(=O)c1cccc(NS(=O)(=O)c2ccc(-c3cnc(C4CC4)o3)cc2)c1	-7	1	-2.5	-2.0	-5.1	-9	0	-1.5	-1.9	4	0
C[C@@H](NC(=O)[C@@H]1Cc2ccccc2CN1)C(=O)NC1CCCCC1	-1	-1	0.1	-1.3	-0.7	0	-1	-1.1	2.8	0	6
Cn1nnc2cc(NC(=O)Nc3cccc(C(F)(F)F)c3)ccc21	-12	-6	-1.4	-1.5	-1.4	0	-2	-0.2	-2.1	-10	-3
Cc1ccc(C)n1-c1ccc(C(=O)NCc2ccncc2)cc1	-8	-6	0.9	-0.5	1.9	0	1	-0.1	5.0	0	2
COc1ccc(NC(=S)N2C3CCC2CC(NC(=O)NC24CC5CC(CC(C5)C2)C4)C3)c(OC)c1 (centres undefined)	1	4	0.1	-1.4	-2.5	0	2	-0.1	4.2	0	-1
Cc1ccc2ncccc2c1N	-3	-1	-0.9	-1.0	-1.0	-1	-5	0.0	3.5	-3	6
Cc1ccc(-n2c(-c3ccncc3)n[nH]c2=S)cc1C	-3	-4	2.1	-0.8	-0.7	-3	1	1.2	0.4	0	5
COc1cc(NC(=O)COC(=O)c2nc3nc(C)cc(C)n3n2)cc(OC)c1	-1	-3	0.7	-1.6	-0.9	-3	5	1.0	1.0	-5	4
FC(F)(F)c1ccccc1NC(=S)N1CCCCCC1	-6	1	1.3	-0.7	-2.1	-1	2	1.2	1.9	-4	5
CCN(CC)c1ccc(C(=O)N/N=C(\C)c2ccc(OC)c(OC)c2)cc1	-75	-53	-0.8	-1.1	-1.1	-1	8	-1.2	-2.7	-9	-3
CCNC(=O)c1ccc(-n2nc(C(F)(F)F)c3c2CCCC3)cc1	-4	-1	-1.8	-1.5	-1.5	-3	0	-0.8	-0.3	-5	-5
CCOCCCNC(=O)C1CCC(=O)N1CCc1ccccc1 (centres undefined)	-2	1	0.6	-1.0	0.0	-3	6	-0.6	1.6	-4	-1
Cc1ccnc2nc(C(=O)OCC(=O)N(C)C3CCCCC3)nn12	-3	3	-0.4	-0.9	0.0	-1	6	0.5	1.9	-1	4

Overlap with the part before: 2 entries, then new ones.
SMILES	PLC-beta3 inh	PLCg1 inh	DAX1 inh-1	ssDAF-12 act	hcDAF12 agonist	SMARCA2 activ	MBD2 inh	DAX1 inh-2	hgDAF-12 ag	ADAM17 inh	Rev-erbA mod
CCOCCCNC(=O)C1CCC(=O)N1CCc1ccccc1 (centres undefined)	-2	1	0.6	-1.0	0.0	-3	6	-0.6	1.6	-4	-1
Cc1ccnc2nc(C(=O)OCC(=O)N(C)C3CCCCC3)nn12	-3	3	-0.4	-0.9	0.0	-1	6	0.5	1.9	-1	4
Cc1ccc(Cc2c(-c3cccc(Cl)c3)nc3ccc(Br)cn23)cc1	-12	-10	·	-0.2	0.4	2	4	3.6	11*	0	-3
O=C(NCC1CCCO1)C(=O)NCC(c1ccco1)N1CCN(c2ccc(F)cc2)CC1 (centres undefined)	0	1	-1.7	-1.1	2.3	-4	11	-0.6	1.7	-2	6
Cc1cccc(NC(=O)Cn2ccn(-c3ccc4c(c3)OCCO4)c(=O)c2=O)c1	-6	-1	0.5	-1.4	-1.1	-2	-5	-1.2	-2.4	2	0
O=C(O)c1ccc(Nc2nc(-c3cc4ccccc4oc3=O)cs2)cc1O	-253	-239	·	0.0	-1.1	0	-4	0.6	-1.5	-7	-3
Cc1cccc2c1-c1sc(C(=O)Nc3cccc([N+](=O)[O-])c3C)cc1CO2	-9	-10	-1.6	-2.1	-1.8	-2	-7	-0.6	-3.9	-1	-7
CC(C)c1ccc(N(C(=O)c2csnn2)C(C(=O)NC(C)(C)C)c2cccnc2)cc1 (centres undefined)	3	4	3.0	-0.8	0.2	1	0	0.3	1.4	3	-1
COc1ccc(CC(=O)NC(C)CCc2ccccc2)cc1OC (centres undefined)	-6	0	-1.0	-1.2	-2.3	-3	2	-0.5	-3.3	-5	-6
CCCNC(=O)C1(C)CCCN(Cc2ccccc2C#N)C1 (centres undefined)	1	-2	·	-1.6	-1.7	-1	-1	0.3	-0.3	-3	-2
O=C(NCc1ccc(Cl)cc1)C1CCCN(c2ncnc3c2nc2n3CCCCC2)C1 (centres undefined)	-3	5	-0.2	-1.2	-1.8	-2	4	2.7	1.7	2	3

Five entries from above, as a markdown table.
| canonical_smiles | PLC-beta3 inh | PLCg1 inh | DAX1 inh-1 | ssDAF-12 act | hcDAF12 agonist | SMARCA2 activ | MBD2 inh | DAX1 inh-2 | hgDAF-12 ag | ADAM17 inh | Rev-erbA mod |
| --- | --- | --- | --- | --- | --- | --- | --- | --- | --- | --- | --- |
| O=C(O)c1ccc(Nc2nc(-c3cc4ccccc4oc3=O)cs2)cc1O | -253 | -239 | · | 0.0 | -1.1 | 0 | -4 | 0.6 | -1.5 | -7 | -3 |
| Cc1cccc2c1-c1sc(C(=O)Nc3cccc([N+](=O)[O-])c3C)cc1CO2 | -9 | -10 | -1.6 | -2.1 | -1.8 | -2 | -7 | -0.6 | -3.9 | -1 | -7 |
| CC(C)c1ccc(N(C(=O)c2csnn2)C(C(=O)NC(C)(C)C)c2cccnc2)cc1 (centres undefined) | 3 | 4 | 3.0 | -0.8 | 0.2 | 1 | 0 | 0.3 | 1.4 | 3 | -1 |
| COc1ccc(CC(=O)NC(C)CCc2ccccc2)cc1OC (centres undefined) | -6 | 0 | -1.0 | -1.2 | -2.3 | -3 | 2 | -0.5 | -3.3 | -5 | -6 |
| CCCNC(=O)C1(C)CCCN(Cc2ccccc2C#N)C1 (centres undefined) | 1 | -2 | · | -1.6 | -1.7 | -1 | -1 | 0.3 | -0.3 | -3 | -2 |
